Assay outcomes from PubChem.
RBX1-CUL1 inh = inhibitors of human ROC1-CUL1 ubiquitin ligase activity. AID 1347404. inhibition, % at 10 µM. P62877+Q13616. in vitro K48 di-Ub FRET, acceptor:donor ratio, 45 min. hit rate 0.6% among 140,000; in the data active = inhibition above about 25%
Target sequence (P62877 whole entry, looked up): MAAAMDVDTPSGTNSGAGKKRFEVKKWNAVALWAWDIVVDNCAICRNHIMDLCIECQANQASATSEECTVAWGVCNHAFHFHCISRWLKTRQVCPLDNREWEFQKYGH
Target sequence (Q13616 whole entry, looked up): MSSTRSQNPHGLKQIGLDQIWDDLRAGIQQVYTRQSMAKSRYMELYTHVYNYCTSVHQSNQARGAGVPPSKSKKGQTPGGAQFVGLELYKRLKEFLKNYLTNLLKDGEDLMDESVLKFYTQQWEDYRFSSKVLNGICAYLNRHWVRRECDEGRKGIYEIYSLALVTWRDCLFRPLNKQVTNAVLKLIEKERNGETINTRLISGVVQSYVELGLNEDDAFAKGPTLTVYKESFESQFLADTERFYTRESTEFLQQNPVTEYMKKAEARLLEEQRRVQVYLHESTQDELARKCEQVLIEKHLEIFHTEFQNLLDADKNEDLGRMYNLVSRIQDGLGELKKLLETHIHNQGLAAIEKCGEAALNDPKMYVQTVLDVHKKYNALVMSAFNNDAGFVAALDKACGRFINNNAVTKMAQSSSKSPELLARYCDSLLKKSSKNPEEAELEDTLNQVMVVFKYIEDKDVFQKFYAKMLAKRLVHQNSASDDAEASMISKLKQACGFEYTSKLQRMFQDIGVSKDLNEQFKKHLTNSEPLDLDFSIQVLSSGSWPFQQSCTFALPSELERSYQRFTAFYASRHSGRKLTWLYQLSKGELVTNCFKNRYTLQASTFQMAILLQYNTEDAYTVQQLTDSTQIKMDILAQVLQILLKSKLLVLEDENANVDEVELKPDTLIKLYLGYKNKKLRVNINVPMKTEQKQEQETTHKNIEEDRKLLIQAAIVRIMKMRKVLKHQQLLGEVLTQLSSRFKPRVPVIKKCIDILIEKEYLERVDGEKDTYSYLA
Starred values were filed as active, the others as inactive; & = joins results of further samples. This is a subset (hit frequency here may not be typical).

| canonical_smiles | RBX1-CUL1 inh |
| --- | --- |
| CCN1CCC2(CCN(c3nc4nonc4nc3N3CCOCC3)C2)C1 (configuration not stated) | 4 |
| O=C(N/N=C1\CCCc2c1[nH]c1ccc(Cl)cc21)c1ccncc1 | -2 |
| CCOc1cc(C=C2C(=O)NC(=S)NC2=O)cc(Cl)c1OCCOc1ccc(C)cc1C | 12 |
| COc1cccc(OCc2cc(C(=O)NC(C)c3c(C)n[nH]c3C)n[nH]2)c1 (configuration not stated) | 6 |
| Cc1cccc(CN2C(=O)c3ccccc3S(=O)(=O)c3ccc(C(=O)N4CCN(c5cc(C)ccc5C)CC4)cc32)c1 | 1 |
| COc1ccccc1OC(=O)c1cccc(C)c1 | 2 |
| Cc1cccc(N2C(=N)CC(=O)N=C2SCC(=O)Nc2ccc(F)cc2)c1C | -12 |
| O=c1c2c(-c3ccccc3)csc2nc2n1CCCCC2 | 6 |
| O=c1oc(-c2ccccc2F)nc2sc3c(c12)CCCC3 | 2 |
| Cc1cc(O)ccc1NC(=O)COc1cccc2ccccc12 | 3 |
| O=C1CCC(C(=O)N2CCC(C3CCN(Cc4cccnc4)CC3)C2)=NN1 (configuration not stated) | -5 |
| COCCn1c(CN(C)CCc2ccccc2)cnc1S(=O)(=O)CC1CC1 | 2 |
| Cc1cc(C)n(CCc2nnc(NC(=O)NCc3ccc(C)o3)s2)n1 | 8 |
| CNC(=O)C1CCC(Cn2c(=O)c3sccc3n(CC(=O)NCc3ccc(OC)cc3)c2=O)CC1 (configuration not stated) | -5 |
| CC(=O)c1ccc(NC(=O)C23CCC(C)(C(=O)C2=O)C3(C)C)cc1 (configuration not stated) | -1 |
| CCOc1cc(/C=C2/C(=N)N3C=C(C)SC3=NC2=O)cc(Br)c1OC(=O)c1cccc(OC)c1 | 15 |
| Nc1scc2c1c(=O)oc1ccccc12 | 57* |
| COc1ccc(Cn2c(C(=O)O)c(CNCCc3ccco3)c3ccc(C)cc32)cc1 | 0 |
| COc1ccc(-n2nc(C(=O)N3CCN(c4cccc(C)c4)C(C)C3)c3c4ccccc4n(C)c3c2=O)cc1 (configuration not stated) | -4 |
| O=[N+]([O-])c1ccc(Br)c(Br)n1 | 0 |
| Cc1ccc(NC(=O)c2cnn3c(C(F)F)cc(-c4ccccc4)nc23)cc1F | -4 |
| COc1cc(C(=O)Oc2cccc3ccccc23)cc(OC)c1OC | 5 |
| Cc1[nH][nH]c(=O)c1C(c1cccs1)c1c(C)[nH][nH]c1=O | 6 |
| COC(=O)[C@@H]1C[C@H](C(=O)NCc2csc(C)n2)[C@H](c2cccc(Cl)c2)N1C | 6 |
| Cc1ccccc1-c1nc2scc(CCNC(=O)C(=O)Nc3ccc(F)cc3F)n2n1 | -2 |
| Cc1ccc(-c2noc(CNC(=O)c3ccc(C(C)(C)C)cc3)n2)cc1 | 5 |
| CCN(CC)S(=O)(=O)c1ccc2c(c1)c(=O)c(C(=O)NCc1ccccc1Cl)cn2C | 0 |
| CCCCSc1nc2ccc(NC(=O)c3sc4nc(-c5cccs5)ccc4c3N)cc2s1 | -2 |
| O=C1C2C(c3ccc(Br)cc3)OC3(C(=O)c4ccccc4C3=O)C2C(=O)N1c1ccc([N+](=O)[O-])cc1 (configuration not stated) | 4 |
| COC(=O)C1CCCCN1C(=O)c1c(OC)cc(=O)n2c1CCN(Cc1ccc(C)cc1)CC2 (configuration not stated) | 5 |

(listing goes on)
| canonical_smiles | RBX1-CUL1 inh |
| --- | --- |
| CCc1noc(C)c1C(=O)Nc1ccc(N(C)C(C)=O)cc1 | -2 |
| COc1ccc(CNc2nc3c(-c4cccc(C)c4)nnn3c3ccccc23)cc1 | 2 |
| Cc1nnc(N2CCC(C(=O)N3CCCCC3)CC2)c2nn(-c3ccc(Cl)cc3)c(C)c12 | 5 |
| Fc1ccc(CNC(=S)NC2CCCC2)cc1 | 5 |
| CC1=NNC(=O)C(CC(=O)Nc2ccc(Cl)c(Cl)c2)C1 (configuration not stated) | 7 |
| CC(=O)C1COC(c2ccccc2)OC1 (configuration not stated) | -4 |
| CCOc1ccc(N(CC(=O)Nc2ccc(S(=O)(=O)Nc3cc(C)ccc3C)cc2)S(C)(=O)=O)cc1 | 0 |
| CSc1nccc(N2C[C@H]3OC(=O)N(CCN4CCCCC4)[C@H]3C2)n1 | -1 |
| Cc1cc(C)nc(NC(=O)COc2ccc(OCC(=O)Nc3nc(C)cc(C)n3)cc2)n1 | -5 |
| CCCOc1ccccc1C1C2=C(CC(C)(C)CC2=O)N(CCC(=O)O)C2=C1C(=O)CC(C)(C)C2 | -1 |
| O=c1[nH]c2ccc(NCc3ccc(-c4ccccc4Cl)o3)cc2[nH]1 | 2 |
| CCOc1ccc(NC(=O)N2CC=C(c3c[nH]c4ccccc34)CC2)cc1 | -7 |
| Cc1ccc(C)c(N2CCN(C(=O)C3CCC(CNS(=O)(=O)c4ccc(Br)s4)CC3)CC2)c1 (configuration not stated) | 9 |
| N#CCC(C#N)c1c(-c2ccccc2)cn2c1sc1ccccc12 (configuration not stated) | 0 |
| O=C(O)c1cccc(NC(=O)c2ccc3c(c2)C(=O)N(C2CCCCC2)C3=O)c1 | 26* |
| CCOC(=O)c1noc2ncnc(N(CCC(=O)OC)c3ccccc3)c12 | -8 |
| COc1ccc(S(=O)(=O)N(CC(=O)NCC2CCCO2)c2ccccc2)cc1 (configuration not stated) | 0 |
| O=C(CCN1CCCCC1)c1ccc2c(c1)CCCC2 | -11 |
| CCOc1ccc(CNC(=O)Cn2nc(C)c3c(C)n(-c4ccc(C)cc4)nc3c2=O)cc1 | -4 |
| O=C(c1ccncc1)c1ccccn1 | -4 |
| O=C(Nc1ccc(S(=O)(=O)N2CCCCC2c2cccnc2)cc1)c1ccc(Br)cc1 (configuration not stated) | -4 |
| c1ccc2nc(-n3nnc4ccccc43)ccc2c1 | 2 |
| NC(=O)c1ccc(C2CCCN2C(=O)C#Cc2cccc3ccccc23)s1 (configuration not stated) | 3 |
| Cc1cc(C)n(C(C)CC(=O)Nc2ccc(C)c(F)c2)n1 (configuration not stated) | -4 |
| C=CCN(CC=C)C(=S)NC(=O)c1cccc(C)c1 | 3 |
| Cc1ccc(CNC(=O)CCCCCn2c(=O)c3sccc3n(CC(=O)C(C)(C)C)c2=O)cc1 | 1 |
| COc1ccc(-c2cc(-c3ccccc3)nc3sc(C(=O)Nc4cccc5ccccc45)c(N)c23)cc1 | 9 |
| CCC(=O)Nc1sc2c(c1C#N)CCC(C)C2 (configuration not stated) | 6 |
| CC(=O)N1c2ccccc2N=C2CC(c3ccc(C(C)(C)C)cc3)CC(=O)C2C1c1ccncc1 (configuration not stated) | 0 |
| CCN(CC)c1cc(C)c2cc(NC(=O)c3ccc(F)cc3Cl)ccc2n1 | -9 |

Later entries:
| canonical_smiles | RBX1-CUL1 inh |
| --- | --- |
| Cc1nc(N2CCN(C3CCCCC3)CC2)c2oc3ccccc3c2n1 | -1 |
| COc1ccc(C(=O)NCCc2sc(-c3cccc(F)c3)nc2C)cc1 | 3 |
| Cn1c2ccccc2c2nn3c(SCC(=O)O)nnc3nc21 | 7 |
| CCCc1ncc(CNC2CCCc3nc(N4CCC(CO)CC4)ncc32)cn1 (configuration not stated) | -3 |
| CC(=O)Nc1ccc(S(=O)(=O)SCC(NC(C)=O)C(=O)O)cc1 (configuration not stated) | -7 |
| CSCC(=O)N1CCCC(Nc2ccc(F)c(F)c2)C1 (configuration not stated) | 1 |
| Cc1nn(Cc2noc(C(=O)NCc3ccc(F)cc3)n2)c(C)c1Br | -11 |
| COc1cccc2sc(=NC(=O)c3ccc(S(=O)(=O)N4CCCCC4)cc3)n(C)c12 | 0 |
| Cc1cc(C)c(NC(=O)Cc2csc(C)n2)c(Cl)c1 | 4 |
| COc1cccc(CN2Cc3ccccc3OC(C)C2)c1OC (configuration not stated) | 4 |
| N#Cc1ccc(Oc2ccc(C(=O)OCC(=O)c3ccc(Oc4ccc([N+](=O)[O-])cc4)cc3)cc2)cc1C#N | -8 |
| Cc1ccc(NC(=S)NNC(=O)C2CC2c2ccc(C)cc2)cc1 (configuration not stated) | 2 |
| CCc1ccc(C(=O)c2c(N)c(-c3nc(-c4ccc5c(c4)OCO5)cs3)c3ccccn23)cc1 | -10 |
| Cc1ccc(NC(=O)CC2Sc3ccc(C(F)(F)F)cc3NC2=O)cc1 (configuration not stated) | -1 |
| CCOc1ccccc1NC(=O)CN1C(=O)COc2ccc(S(=O)(=O)Nc3ccccc3)cc21 | -13 |
| CC(=O)Nc1ccc(S(=O)(=O)NNc2ccc([N+](=O)[O-])cn2)cc1 | -3 |
| COc1cccc(C(=O)Nc2nnc(CC(C)(C)C)s2)c1 | -2 |
| CCc1nn(C)c(C(=O)NN=Cc2ccc(OC)cc2)c1Cl | -3 |
| CCOc1ccc(C(Nc2cc(C)ccn2)c2ccc3cccnc3c2O)cc1C (configuration not stated) | -1 |
| COCCN1CC(C(=O)N(CCc2ccccc2)CC2CCN(C)CC2)CC1=O (configuration not stated) | 4 |
| CC(C)N(Cc1ccccc1)C(=O)CCS(=O)(=O)c1ccc2c(c1)oc(=O)n2C | -1 |
| CCOc1ccc(Br)cc1CNCCSc1nnnn1-c1ccccc1 | -4 |
| Cc1ccc(Cl)cc1N1CCN(C(=O)c2cn(CC(C)C)c(=O)c3c2c2ccccc2n3C)CC1 | -1 |
| O=c1[nH]c(SCc2ccc([N+](=O)[O-])cc2)nc2c1CCCC2 | -3 |
| Cc1c(C(=O)NCC(c2ccc(Cl)cc2)N2CCOCC2)oc2ccccc12 (configuration not stated) | -5 |
| COC(=O)C1=C(C)N(c2ccc(S(N)(=O)=O)cc2)C(=O)C1 | -1 |
| COc1cccc(NC(=O)CSc2ncc3c(n2)-c2ccc(Cl)cc2N(C)S3(=O)=O)c1 | 8 |
| CCOc1ccc(C(=O)NCc2nc3cccnc3n2Cc2ccc(F)cc2)cc1OCC | -4 |
| C=CCN1CC(C(N)=O)CC1=O (configuration not stated) | 1 |
| Cc1ccc(NC(=O)C2=CC(c3cccs3)=NS(=O)(=O)N2C)cc1 | -6 |

Structures listed so far with an NH in an aromatic ring:
| canonical_smiles | RBX1-CUL1 inh |
| --- | --- |
| O=C(N/N=C1\CCCc2c1[nH]c1ccc(Cl)cc21)c1ccncc1 | -2 |
| COc1cccc(OCc2cc(C(=O)NC(C)c3c(C)n[nH]c3C)n[nH]2)c1 (configuration not stated) | 6 |
| Cc1[nH][nH]c(=O)c1C(c1cccs1)c1c(C)[nH][nH]c1=O | 6 |
| O=c1[nH]c2ccc(NCc3ccc(-c4ccccc4Cl)o3)cc2[nH]1 | 2 |
| CCOc1ccc(NC(=O)N2CC=C(c3c[nH]c4ccccc34)CC2)cc1 | -7 |
| O=c1[nH]c(SCc2ccc([N+](=O)[O-])cc2)nc2c1CCCC2 | -3 |

Additional entries follow:
smiles	RBX1-CUL1 inh
CC1CN=C(N(C(=O)Nc2cccc(Cl)c2)c2ccc(OC(F)(F)Cl)cc2)S1 (configuration not stated)	0
Cc1ccc(N2C(=O)/C(=C/c3cc(C)n(C(C)C)c3C)C(=O)NC2=S)c(C)c1	-7
O=C(O)c1ncc(Cl)cc1Cl	8
C=CCOc1ccccc1NC(=O)c1ccco1	4
CCOc1ccccc1NC(=O)CN1CCCN(Cc2cccc(Cl)c2)S1(=O)=O	-10
Nc1nc(-c2cccs2)nc2sc3c(c12)CCCC3	7
C=CCNC(=S)N(CCCC)C1CCS(=O)(=O)C1 (configuration not stated)	8
CCn1ncc(CN2CCC3(CCCN(C)C3=O)C2)c1C (configuration not stated)	5
Cc1ccc(SC2=C([N+](=O)[O-])N=C(C(C)C)C2CC(C)C)cc1 (configuration not stated)	-3
Cc1cc(C)cc(NC(=S)N2CCN(c3ncccn3)CC2)c1	-5
Cc1ccc(OCC(=O)Nc2nnc(SCc3cc(=O)n4cccc(C)c4n3)s2)cc1	-9
Cc1ccc(NN2CCOC2=O)cc1	1

Continuation.
smiles	RBX1-CUL1 inh
O=C1NC(=S)NC(=O)C1=Cc1cc(Cl)ccc1OCc1cccc2ccccc12	2
CCC1CCc2nc3sc(C(=O)Nc4ccc(F)c(Cl)c4)c(N)c3cc2C1 (configuration not stated)	6&3
Cc1ccc(NC(=O)Cn2c(=O)n(CC(=O)NCCc3ccccc3)c(=O)c3ccccc32)cc1	-3
COCCn1cnc2cc(NC(=O)C3CCCCC3)cc(C(=O)NCc3cccc(F)c3F)c21	9
CCC(=O)Nc1nc2ccccc2[nH]1	-4
N#Cc1ccc(CSc2nnc3n2C(=N)CC(=O)N3)cc1	-1
Cc1ccc(S(=O)(=O)c2cnc(SCC(=O)Nc3cccc(Cl)c3)nc2N)cc1C	5
COCCNC(=O)CSc1nc2sc3c(c2c(=O)n1-c1ccccc1)CCCC3	-9
c1ccc(SCCCN2CCc3ccccc3C2)cc1	-3
CC(=O)Nc1ccc(NC(=O)c2ccc3c(c2)CCN3S(=O)(=O)c2ccc(C)cc2)cc1	-3
COc1nc(-c2ccc(F)cc2)nnc1-c1ccccc1	11
O=C(NCCc1cccc(C(F)(F)F)c1)c1cc(CN2CCCC(O)C2)on1 (configuration not stated)	0

Structural class, the entries above with a CF3 group (2)
smiles	RBX1-CUL1 inh
Cc1ccc(NC(=O)CC2Sc3ccc(C(F)(F)F)cc3NC2=O)cc1 (configuration not stated)	-1
O=C(NCCc1cccc(C(F)(F)F)c1)c1cc(CN2CCCC(O)C2)on1 (configuration not stated)	0

(cont.)
smiles	RBX1-CUL1 inh
COc1ccc(C(=O)N2CCCn3c2nc2ccccc2c3=O)cc1	-4
CCOc1ccc2nc(N3CCCC(C(=O)NCCc4ccc(OC)cc4OC)C3)sc2c1 (configuration not stated)	1
CCc1cccc2c1N=CC2=Cc1sc(=NC)n(C)c1O	0
CC1CCCC(C)N1CC(O)COc1ccc(N)cc1 (configuration not stated)	9
Cc1ccc(C)c(NC(=O)CSc2nc3sc4c(c3c(=O)n2C)CCCC4)c1	2
COC(=O)c1c(NC(=O)C(F)(F)F)sc2c1CCC2	-6
COc1ccc(OC)c(NC(=O)N2CCC3(CC2)Oc2ccccc2C(=O)N3Cc2ccccc2F)c1	1
CCOc1ccc(Nc2cc(C)c(C#N)c3nc4ccccc4n23)cc1	9
Cc1ccccc1-c1nc(CN(C)Cc2nccs2)c(C)o1	3
c1cc(CN2CCc3[nH]nc(-c4ccc5c(c4)OCO5)c3C2)co1	-3
COCCNC(=O)c1ccc(-c2nc(CN3CCc4ccccc43)c(C)o2)cc1	-2
O=C(O)CSCCOc1ccc(OCCSCC(=O)O)cc1	6
Cc1cc(C)c(S(=O)(=O)NCC(c2ccco2)N2CCOCC2)c(C)c1 (configuration not stated)	5
